PAX8 inh HTS: lowers PAX8-driven luciferase in RMG-I cells. inhibition, % at 12.6 µM. RMG-I TPO-luciferase reporter, SteadyGlo, 24 h. actives 1.2% (n = 360,000);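 active = mean replicate inhibition at least 60% with every replicate also reaching 60%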;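 note: luciferase light reporting Pax8 driven TPO promoter activity; plate controls were median of neutral control wells for no effect and mitoxantrone controls for full effect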
ARNT TACC3 PPI: ARNT/TACC3 interaction disruption | Q9Y6A5 | AlphaScreen His-ARNT PAS-B/GST-TACC3 binding, luminescence; TACC3 fragment carries E629A point mutation | inhibition, % at 9.99 µM | actives 0.66% (n = 390,000) | AID 623870;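 active = mean inhibition of replicates at least 50% and at least half of replicates each reaching 50%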;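 note: 0% = complete ARNT plus TACC3 wells and 100% = ARNT alone without TACC3; many hits fall short of the cut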
Numbers without * were called inactive. The list is partial; rates above refer to the full screens.

Start of the data: the first 7 compounds as a preview:
SMILES	PAX8 inh HTS	ARNT TACC3 PPI
COc1cc(C)c(S(=O)(=O)Nc2ccc(CC(=O)O)cc2)cc1C	20.9	-0.4
CCCCOc1ccc(OC(=O)c2cccnc2)cc1	-0.4	-0.1
Cc1ccccc1N=C/C=C1\N(C)c2ccccc2C1(C)C	-11.4	-12.3
CCOC(=O)N1CCN(C(=O)COc2cc(=O)n(CC)c3ccccc23)CC1	10.8	-0.6
CCS(=O)(=O)NCCc1ccc(OC)c(OC)c1	8.3	-4.3
Nc1cc(=O)[nH]c(SCC(=O)N2CCc3ccccc3C2)n1	-4.5	-22.3
CCN(CC)C(=O)c1ccc(C)c(Br)c1	4.8	-2.7

The whole of this part, from the first entry:
SMILES	PAX8 inh HTS	ARNT TACC3 PPI
COc1cc(C)c(S(=O)(=O)Nc2ccc(CC(=O)O)cc2)cc1C	20.9	-0.4
CCCCOc1ccc(OC(=O)c2cccnc2)cc1	-0.4	-0.1
Cc1ccccc1N=C/C=C1\N(C)c2ccccc2C1(C)C	-11.4	-12.3
CCOC(=O)N1CCN(C(=O)COc2cc(=O)n(CC)c3ccccc23)CC1	10.8	-0.6
CCS(=O)(=O)NCCc1ccc(OC)c(OC)c1	8.3	-4.3
Nc1cc(=O)[nH]c(SCC(=O)N2CCc3ccccc3C2)n1	-4.5	-22.3
CCN(CC)C(=O)c1ccc(C)c(Br)c1	4.8	-2.7
CCNC(=O)c1sccc1-n1cccc1	0.5	-8.2
CC1(C)Cc2cccc(OCC(=O)Nc3cc(C(F)(F)F)ccc3N3CCOCC3)c2O1	-4.4	-3.5
CN(C)c1cccc(C(=O)Nc2cccc(F)c2)c1	-130.3	4.7
O=C(NC(CO)(CO)CO)c1coc(=O)c(Br)c1	-12.2	-5.4
NC(=O)CSc1nnc(-c2ccncc2)n1CCc1ccccc1	13.7	-2.5
COC(=O)c1ccc(NC(=O)CCn2c(=O)oc3ccccc32)cc1	-13.8	-1.4
CCC(CC)C(=O)NCCNC(=O)C(CC)CC	-1.5	-10.2
CO/C=C/C#CC1(O)CCN(C)CC1	1.9	-6.7
COC(=O)c1[nH]c2ccc(C)cc2c1NC(=O)CN1CCN(c2ccccc2)CC1	32.7	-0.4
Cc1cc(C(=O)N/N=C\c2ccc(COc3ccc([N+](=O)[O-])cc3)o2)ccc1[N+](=O)[O-]	1.9	-1.1
Cc1ccc2oc(-c3ccccc3)c(C(=O)O)c(=O)c2c1	-232.0	-1.1
Cc1ccc2[nH]c(=O)c(CN(CCc3ccccc3)C(=O)N3CCOCC3)cc2c1	-11.8	-5.1
CCN1CCN(c2ncnc3c2nnn3Cc2ccccc2)CC1	4.9	-5.3

Brought forward from above: 3 compounds, then new ones.
SMILES	PAX8 inh HTS	ARNT TACC3 PPI
Cc1ccc2oc(-c3ccccc3)c(C(=O)O)c(=O)c2c1	-232.0	-1.1
Cc1ccc2[nH]c(=O)c(CN(CCc3ccccc3)C(=O)N3CCOCC3)cc2c1	-11.8	-5.1
CCN1CCN(c2ncnc3c2nnn3Cc2ccccc2)CC1	4.9	-5.3
Cc1ccccc1C(=O)Nc1nc2n(n1)C(c1ccccc1)CC(=O)N2 (stereo unspecified)	-3.5	-1.6
Cc1cc(C)nc(SCc2nnc(SCc3ccccc3Cl)o2)n1	11.3	-6.2
CCCCCCC(=O)Nc1ccc(C(=O)N/N=C/c2cccnc2)cc1	11.8	-5.0
O=C(OC1CCN(c2ncc(C(F)(F)F)cc2Cl)CC1)c1ccc(Cl)cc1	-17.7	-13.2
Cc1ccccc1Nc1nnc(C)c(=O)[nH]1	39.4	5.3
Cc1cc(C)c2c(=O)[nH]c(SCC(=O)N3CCCCC3)nc2n1	-11.2	-2.0
COc1ccccc1N(CC(=O)NCc1ccccc1)C(=O)CCC(=O)Nc1ccccn1	7.6	-0.1
O=C(CSc1nc2cc3c(cc2c(=O)n1CCC1=CCCCC1)OCO3)NCc1ccco1	-49.7	-0.7
O=C(NCCCN1CCOCC1)C1(c2ccccc2)CCOCC1	-3.0	-9.4
Cc1ccc2c(c1)N(CC(=O)NCc1ccco1)C(=O)CO2	-29.8	-0.6
COC(=O)c1ccccc1NC(NC(=O)c1ccco1)C(=O)c1ccc(C)cc1 (stereo unspecified)	3.5	-0.4
Cc1ccc(SCc2[nH]nc3c2C(C(C)C)C(C#N)=C(N)O3)cc1 (stereo unspecified)	18.2	-2.2
COc1ccc(N2C(=O)CC(N3CCN(S(=O)(=O)c4c(F)cccc4F)CC3)C2=O)cc1OC (stereo unspecified)	-19.5	-0.3
COc1cccc(OC)c1C(=O)Nc1ccc(N2CCN(S(C)(=O)=O)CC2)cc1	-0.8	4.7
COC(=O)C1=C(C)C(c2ccc(OC)cc2)NC(=S)N1 (stereo unspecified)	-17.8	-0.4
O=C(NCc1ccccn1)C1CC(c2ccc(Cl)c(Cl)c2)=NO1 (stereo unspecified)	17.3	11.9
O=C(COc1ccccc1)Nc1ccccc1C(=O)NCc1ccco1	-5.0	-1.8
CCCCCOc1ccc(N2C(=O)C3C4C=CC(C3C2=O)N(C)C4=O)cc1 (stereo unspecified)	8.3	0.3
O=C(Nc1cnn(Cc2ccccc2)c1)NC12CC3CC(CC(C3)C1)C2	-12.8	6.9
NC(=O)CSc1ncnc2c1cnn2Cc1ccccc1	-1.8	4.5
CCCNS(=O)(=O)c1cc(Br)cc2c1N(C(=O)CC)CC2	1.7	-4.4
Cc1cc(C(=O)OCn2nnc3ccccc3c2=O)c(C)o1	8.8	-4.3
O=C1/C(=C/c2ccccc2)CCCc2ccccc21	-11.1	0.1
CC1(C)N([O-])C(c2ccccc2)=C[N+](=O)C1(C)C	11.5	0.2
CCCCN1C(=O)C2NN=C(C(=O)OCC)C2C1=O (stereo unspecified)	-6.2	-1.0
O=C1OC2(CCCCC2)OC(=O)C1=CNc1ccc2c(c1)OCO2	-25.3	-9.8
Cc1cc(NS(=O)(=O)c2ccc(NC(=O)CCCOc3ccccc3)cc2)no1	-9.3	-0.9
O=C(Nc1ccc2nn(-c3ccccc3)nc2c1)c1ccc2c(c1)OCO2	-12.1	-15.4
COC(=O)C(C)N1C(=O)S/C(=C/c2cc(C)n(-c3ccccn3)c2C)C1=O (stereo unspecified)	-130.1	16.8
OC(c1cccc(OCc2ccccc2)c1)c1nnc(-c2ccccc2)o1 (stereo unspecified)	25.7	-0.3
CC1Cc2ccccc2N1C(=O)CN1C(=O)COc2ccccc21 (stereo unspecified)	8.0	0.4
COC(=O)C1=C(N)Oc2cc(C)n(Cc3ccccc3)c(=O)c2C1c1ccccc1 (stereo unspecified)	17.4	-2.0
N#CC(C(=O)NC1CCCCC1)c1nc2ccccc2nc1N1CCN(c2ccccc2F)CC1 (stereo unspecified)	-1.9	-0.5
CCCCn1c(CN2CCN(C(=O)OCC)CC2)nc2c1c(=O)n(C)c(=O)n2C	13.4	4.5
CCOc1ccc(C(=O)Nc2nnc(C)s2)cc1OCC	-33.6	8.8
Oc1ccccc1-c1nnc(SCCN2CCOCC2)n1Cc1ccccc1	56.9	-0.5
NC(=O)/C(=C/c1ccco1)NC(=O)/C=C/c1ccccc1	9.8	0.8
CCOC(=O)c1nnc2c(Br)c(-c3ccccc3)nn2c1C	-19.7	1.0
COc1cc2c(C(=O)N3CCN(c4cccc(Cl)c4)CC3)cn(C)c(=O)c2cc1OC	43.1	-1.2
CC(C)CN(C(=O)COC(=O)CCc1c[nH]c2ccccc12)C1CCS(=O)(=O)C1 (stereo unspecified)	11.7	-6.6
CC(OC(=O)c1nsc(Cl)c1Cl)C(=O)NCc1ccco1 (stereo unspecified)	-1.5	-6.8
COC(=O)c1ccc(OC(=O)c2ccco2)cc1	-40.7	-0.5
O=C(CCC(=O)N1CCN(S(=O)(=O)c2ccccc2)CC1)NC1CCCc2ccccc21 (stereo unspecified)	22.9	-2.4
O=C(CS(=O)c1ccc(C(F)(F)F)cc1[N+](=O)[O-])Oc1ccccc1 (stereo unspecified)	4.8	-16.7
Cc1cccc(-n2c(SCC(=O)Nc3nonc3C)nnc2-c2ccoc2C)c1	1.0	1.1
CCC(=O)Nc1nc(N)n(-c2ccccc2)n1	-8.3	-12.5
CC(C)[C@H](N)c1nnc(SC/C=C/c2ccccc2)o1	-4.4	4.4
O=C(O)CCc1ncc(C(F)(F)F)cc1Cl	14.9	1.3
COc1ccc(OC)c(NC(=O)CNC(=O)Cn2c(C)cc3ccccc3c2=O)c1	22.9	1.0
COc1ccc(CCC(=O)Nc2ccc3c(c2)OCCO3)cc1	-39.6	-7.9
CCOC(=O)C(Cc1c(F)cccc1F)(NC(C)=O)C(=O)OCC	0.1	4.0
Cc1cccc(C(C)C)c1NC(=O)c1cccnc1	-15.1	-5.5
Cc1ccc(-c2nnc3n2N=C(c2ccccc2Br)CS3)cc1	19.1	3.4
CC(=O)c1cccc2c(O)c(C3=Nc4ccccc4C3=O)[nH]c12	-103.4	-10.7
O=C(NS(=O)(=O)c1ccccc1)c1ccccc1	-20.0	-3.9
COCCN(CCOC)Cc1c(C)[nH]c2ccccc2c1=O	9.3	-4.4
CCCc1nnc(NC(=O)CCC(=O)N2CCCCCC2)s1	16.4	-8.5
COc1ccc(S(=O)(=O)NNC(=O)c2csc(-n3nc(C)cc3C(F)(F)F)n2)cc1OC	-5.7	2.5
O=C(N/N=C/c1ccccn1)C1CC1	-4.6	-11.7
CC(NCC(O)COCc1cccs1)C1CC2CCC1C2 (stereo unspecified)	-16.3	0.9

Further structures follow.
SMILES	PAX8 inh HTS	ARNT TACC3 PPI
CCOC(=O)c1ccc(NC(=O)CN2CCc3ccccc3C2)cc1	2.0	35.0
Cc1ccc(NC(=O)Cc2nc(CSc3nnc(-c4ccc5c(c4)OCO5)o3)cs2)cc1	-134.4	-1.2
CCCN(C(=O)c1ccccc1N)c1c(C)n(C)n(-c2ccccc2)c1=O	-1.9	2.2
Cc1cc(N2CCCCC2)n2ncc(-c3ccc(Cl)cc3)c2n1	-182.9	-44.1
C[N+]1(C)CCC(=C2c3ccccc3CC(=O)c3sccc32)CC1	4.8	21.0
Fc1ccc(-c2csc3[n+]2CCS3)cc1	-32.7	-2.8
CC(=O)Nc1ccccc1N(C)S(=O)(=O)c1ccc(C)cc1	28.0	-15.9
CC(=O)c1sc2nc(C)cc(C)c2c1N	-31.9	-7.2
CCn1c(SCC(=O)Nc2nccs2)nnc1-c1ccc(C)cc1	9.9	-9.8
CC1(C)N=C(SCC(=O)Nc2ccc(Cl)cc2)C(c2ccccc2)=N1	17.8	3.4
CCNC(=O)C1CCCN1S(=O)(=O)c1ccc(OC)cc1 (stereo unspecified)	16.0	-2.1
O=C(Cc1csc(N2CCOCC2)n1)N/N=C/c1ccc(F)cc1	14.5	-12.2
O=C(OCC(=O)N1CCc2ccccc21)c1ccc[n+]([O-])c1	5.7	30.0
CCCCCCc1ccc(OCC(=O)O)cc1OCC(=O)O	-8.6	-5.4
CCSc1nnc(NC(=O)C(C)(C)C)s1	-80.3	-4.5
Cc1cc(S(=O)(=O)NCCN2CCOCC2)c(C)s1	-15.6	-4.1
CS(=O)(=O)N(CC(=O)N1CCCCCC1)c1cccc(Br)c1	8.1	-2.9
CC(OC(=O)c1cccs1)C(=O)NCc1ccco1 (stereo unspecified)	-0.5	-1.9
CCOC(=O)c1cc2c(=O)n3cccc(C)c3nc2n(CCCOC)c1=NC(=O)c1cccnc1	28.6	13.6
N#CCSc1nc2scc(-c3cccs3)c2c(=O)n1CCc1ccccc1	-21.3	4.4
Fc1ccc(C(c2nnnn2Cc2cccs2)N2CCN(C3CCCC3)CC2)cc1 (stereo unspecified)	39.8	1.6
Cc1ccc(CN(CC(=O)NCCc2ccccc2)C(=O)CCCC(=O)Nc2cc(C)on2)cc1	-0.6	3.7
Cc1ccc(C(c2nnnn2C(C)(C)C)N2CCC(C)CC2)cc1 (stereo unspecified)	-6.1	-3.0
O=C(O)c1ccccc1C(=O)NNc1ccc(Cl)cc1	-9.4	2.7
Cc1ccccc1C(=O)Nc1cccc(C#N)c1	-34.1	-7.2
CCCN(CCC)S(=O)(=O)c1ccc(NS(C)(=O)=O)cc1	17.0	-3.8
COCCNC(=O)NC1(C(F)(F)F)Oc2ccc(Cl)cc2O1 (stereo unspecified)	15.4	-0.6
Cc1cccc(C)c1NC(=O)CSCC(=O)c1ccc(O)c(O)c1	27.6	-0.5
C=CCc1cccc2cc(C(=O)O)c(=O)oc12	6.1	-8.8
Cc1ccccc1N1C(=O)C(Cl)=C(N2CCCCCC2)C1=O	2.6	1.1
O=C(O)c1cnn2c(C(F)(F)F)cc(-c3ccccc3)nc12	-21.3	-5.9
CC(=O)Nc1cccc(NC(=O)c2cc3ccccc3o2)c1	-195.5	-0.1
C=CCNC(=S)NNC(=O)c1ccc(OC(C)C)cc1	0.3	-7.6
CCCOC(=O)Nc1cccc(C(C)=O)c1	-16.8	-7.7
COc1ccc(OC)c(NC(=O)C2CC(C)=C(C)CC2C(=O)O)c1 (stereo unspecified)	5.6	7.0
CCOc1ccccc1NC(=O)CC1NCCNC1=O (stereo unspecified)	8.4	-26.5
O=C(COC(=O)c1ccccc1Oc1ccccc1)NCc1ccco1	-8.4	-3.0
CC1CC(C)CN(CCCNC(=O)COc2cc(=O)n(C)c3ccccc23)C1 (stereo unspecified)	8.4	2.7
COC(=O)c1ccc(COC(=O)CNC(=O)c2ccco2)cc1	3.4	-1.1
O=C(Cc1ccc(Br)cc1)N1CCN(c2ccccc2O)CC1	-46.3	1.1

Assay outcomes from PubChem BioAssay.
